S1P4 ag = S1P4 receptor agonists, primary screen, cell-based; activation, % at 4.98 µM; S1P4-expressing cell line, agonist reporter assay; Sphingosine 1-phosphate receptor 4 (Homo sapiens), O95977; 0.35% of 220,000 active; AID 1509, 2009; in the data active = activation above about 11%;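 note: 0% = DMSO vehicle and 100% = reference agonist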
NPY-Y1 PAM-ag = NPY-Y1 receptor potentiators or agonists, primary screen, cell-based. Neuropeptide Y receptor type 1 (Homo sapiens), P25929. AID 1304, 2008. activation, % at 3.6 µM. 0.37% of 220,000 active. NPY-Y1 expressing cells, potentiator/agonist activation; in the data active = activation above about 33%, passing the limit was not always enough;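 note: cells stimulated with NPY at EC10 then isoproterenol at EC100; 0% = low agonist plus stimulus and 100% = saturating agonist plus stimulus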
Target sequence (P25929 whole entry, looked up): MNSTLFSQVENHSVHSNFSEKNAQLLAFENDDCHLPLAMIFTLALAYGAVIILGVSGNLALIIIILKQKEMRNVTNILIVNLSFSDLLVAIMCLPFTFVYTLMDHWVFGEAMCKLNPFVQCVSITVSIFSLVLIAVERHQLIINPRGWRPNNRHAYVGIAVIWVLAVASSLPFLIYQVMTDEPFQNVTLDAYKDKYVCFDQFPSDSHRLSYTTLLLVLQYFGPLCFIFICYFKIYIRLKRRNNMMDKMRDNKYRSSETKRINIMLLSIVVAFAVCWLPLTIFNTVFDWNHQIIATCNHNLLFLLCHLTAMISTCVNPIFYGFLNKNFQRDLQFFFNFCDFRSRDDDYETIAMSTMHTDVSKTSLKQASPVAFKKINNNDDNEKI
EP2 antag = human EP2 receptor antagonists, primary screen, TR-FRET cAMP, C6 glioma cells; inhibition, % at 25 µM; AID 1422, 2008; Prostaglandin E2 receptor EP2 subtype (Homo sapiens), P43116; C6 glioma cells expressing human EP2; cells stimulated with saturating PGE2; 0.52% of 260,000 active;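 active = percent inhibition above 40 after rounding to a whole number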;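 note: rat C6 glioma host cells with rolipram phosphodiesterase inhibitor present; the protocol text gives 20 µM as final concentration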
NPY Y1 blocker = NPY-Y1 receptor antagonists, primary screen, cell-based; 1% of 200,000 active; inhibition, % at 3.6 µM; HEK293-CNG Y1 cells, membrane potential fluorescence; NPY at EC95, then isoproterenol; AID 1040, 2008;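 active = inhibition above the campaign mean inhibition of all tested compounds plus 3 SD, cut at about 20% in these data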;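 note: 0% = DMSO wells given NPY plus isoproterenol and 100% = isoproterenol alone without NPY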
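Test system – HEK293 Y1/CNG channel cell line · Also added – NPY agonist 25 nM, then isoproterenol 1 µM plus Ro 20-1724 25 µM · Compound dosing – one concentration, 3.6 µM, in 0.4% DMSO · Schedule – compound incubation 1 h at room temperature, readout 45 min post-stimulation · Technique – fluorescence, membrane potential probe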
NPY2 pot ag = NPY-Y2 potentiators or agonists, primary screen, cell-based | 0.45% of 220,000 active | Neuropeptide Y receptor type 2 (Homo sapiens), P49146 | activation, % at 3.6 µM | cells expressing NPY-Y2, potentiator/agonist read-out; in the data active = activation above about 27%;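 note: cells stimulated with NPY near EC25 plus isoproterenol at EC100; 0% = vehicle plus submaximal agonist and 100% = vehicle plus saturating agonist; some results beyond the cut were filed as inactive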
Target sequence (P49146 whole entry, looked up): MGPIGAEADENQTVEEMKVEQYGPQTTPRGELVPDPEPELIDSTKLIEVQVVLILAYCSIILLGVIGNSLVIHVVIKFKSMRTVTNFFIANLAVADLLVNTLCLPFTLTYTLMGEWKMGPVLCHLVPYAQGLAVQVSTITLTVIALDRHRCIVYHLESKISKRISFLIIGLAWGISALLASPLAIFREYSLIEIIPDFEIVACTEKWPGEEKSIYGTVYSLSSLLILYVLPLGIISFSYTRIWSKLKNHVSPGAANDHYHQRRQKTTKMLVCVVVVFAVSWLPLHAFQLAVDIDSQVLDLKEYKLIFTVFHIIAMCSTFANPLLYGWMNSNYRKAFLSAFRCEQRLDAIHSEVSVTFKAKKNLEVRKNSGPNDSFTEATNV
eIF4E-4G inh = eIF4E–eIF4G protein interaction inhibitors, primary screen, biochemical, uHTS, TR-FRET, eIF4GI fragment; Eukaryotic translation initiation factor 4E (Mus musculus) + Eukaryotic translation …; TR-FRET eIF4E-eIF4GI(517-606) binding, 2 h; inhibition, % at 21.7 µM; 0.37% of 220,000 active;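 active = inhibition above about 30%, limit read from the data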;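 note: 0% = full FRET control wells and 100% = background wells lacking eIF4GI fragment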
EP2 mod = EP2 receptor modulators, cAMP readout, primary screen, cell-based, HTRF cAMP, PGE2 stimulation; EP2-expressing cells, cAMP HTRF FRET, PGE2 co-stimulation; induction, % at 25 µM; Prostaglandin E2 receptor EP2 subtype (Homo sapiens), P43116; 0.83% of 260,000 active;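 active = compounds whose cAMP rise, as percent of the full-agonist control response, exceeds 60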;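 note: rat C6 glioma line stably carrying human EP2 under a CMV promoter; the protocol text gives 20 µM as final concentration; 100% = response of wells given 1 µM PGE2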
p97 inhibitor = inhibitors of human p97 ATPase, primary screen, biochemical. AID 1481, 2009. 0.42% of 220,000 active. recombinant p97 ATPase, Kinase-Glo ATP luminescence, 3 h. inhibition, % at 8 µM; in the data active = inhibition above about 15%;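 note: 0% = DMSO vehicle and 100% = wells lacking enzyme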
S1P4 antag = S1P4 receptor antagonists, primary screen, cell-based; Sphingosine 1-phosphate receptor 4 (Homo sapiens), O95977; 0.26% of 220,000 active; S1P4-expressing cells, antagonist mode, reporter read-out; inhibition, % at 4.98 µM; in the data active = inhibition above about 29%;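 note: 0% = wells stimulated with agonist and 100% = vehicle wells without agonist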
* = called active by the depositor; x = no result given; & = joins results of further samples; [ ] = dose if it differs, or a comment. These rows are one share of the data, so the mix of outcomes need not match the whole.

mol	NPY-Y1 PAM-ag	NPY Y1 blocker	NPY2 pot ag	p97 inhibitor	S1P4 ag	S1P4 antag	EP2 mod	eIF4E-4G inh	EP2 antag
COCCN=C1NC(=O)C(CC(=O)Nc2cccc(Cl)c2C)S1 (stereo unspecified)	6	2	7	-4	1.1	-39	-13	0	4
Cc1cc(-c2nnc(SCC(=O)Nc3nc(-c4ccc(Cl)cc4)cs3)o2)no1	0	x	-11	10	0.4	-11	21	-3	12
CCCC1=NN(C(=O)C(=O)Nc2ccc(Br)cc2)C(O)(C(F)(F)F)C1 (stereo unspecified)	23	2	-1	2	-1.1	10	6	2	4
O=C1NCCCC2c3cc(O)c4ccccc4c3OC12N1CCCCC1 (stereo unspecified)	-12	2	15	34*	1.8	7	-3	13	25
COc1ccc2oc(=O)c(C(C)=O)cc2c1	10	1	-4	1	-0.8	-8	-4	-3	17
CCOC(=O)N1CCC(NC(=O)C2CCC(Cn3c(=O)[nH]c4ccccc4c3=O)CC2)CC1 (stereo unspecified)	9	10	11	2	-3.5	-38	x	x	x
CCOC(=O)N1CCN(C(=O)CN(c2cccc(C)c2)S(=O)(=O)c2ccc(C)cc2)CC1	1	0	-1	-1	-0.8	2	14	5	0
O=C(NCc1ccccn1)C(C(=O)c1cccc([N+](=O)[O-])c1)n1cc(Cl)ccc1=O (stereo unspecified)	8	1	-6	9	4.0	-28	-6	-1	7
COc1ccccc1C(=O)N1CCN(c2cccc(C(F)(F)F)c2)CC1	32	19	4	1	2.4	5	-39	3	x
COc1ccc(C2/C(=C(/O)c3ccccc3)C(=O)C(=O)N2c2ncccn2)cc1OC (stereo unspecified)	-9	0	4	-3	3.6	3	18	-4	5
O=C(Oc1oc(-c2ccco2)nc1C=Nc1ccccc1)c1ccco1	24	1	10	1	-2.7	-7	-12	-7	x
CCOC(=O)c1sc(NS(=O)(=O)c2ccc(C)cc2)nc1C	-21	18	-30	-1	1.3	-6	32	-3	1
COc1ccc(Oc2ccccc2/C=C/C(=O)O)cc1	-42	3	-10	0	0.4	-10	22	-6	8
CO/C([O-])=N/c1c[n+](-c2ccc(Cl)cc2)no1	12	0	-5	3	-1.9	-6	15	4	10
Cc1nc2cc(S(=O)(=O)N3CCC(C(=O)O)CC3)ccc2n1C1CCCC1	17	-1	1	-1	1.1	-21	-9	-3	8

The closing two compounds of the part above lead into the next:
mol	NPY-Y1 PAM-ag	NPY Y1 blocker	NPY2 pot ag	p97 inhibitor	S1P4 ag	S1P4 antag	EP2 mod	eIF4E-4G inh	EP2 antag
CO/C([O-])=N/c1c[n+](-c2ccc(Cl)cc2)no1	12	0	-5	3	-1.9	-6	15	4	10
Cc1nc2cc(S(=O)(=O)N3CCC(C(=O)O)CC3)ccc2n1C1CCCC1	17	-1	1	-1	1.1	-21	-9	-3	8
CN(C)c1ccc(C(C(=O)NC(C)(C)C)N(C(=O)c2csnn2)C2CC2)cc1 (stereo unspecified)	-3	4	-2	-2	0.8	5	-4	11	11
Cc1ccc(NC(=O)COC(=O)/C=C/c2ccccc2)cc1S(=O)(=O)N1CCOCC1	-15	-1	-5	-2	-0.6	-21	-14	-1	4
O=c1ccc2c(o1)/C(=C/C=C(Cl)Cl)CCC2	0	0	-3	3	-0.1	-10	19	6	11
Cc1nc2ccc(Nc3ccncc3)cc2s1	-8	4	-14	3	-0.3	4	8	2	3
CCCCC(CC)CNC(=O)c1ncn[nH]1 (stereo unspecified)	13	-5	5	3	1.8	8	-5	2	1
O=C(COC(=O)CCOc1ccccc1)NCc1ccco1	20	-6	11	6	-0.5	-11	-9	-3	x
O=Nc1c(O)n(Cc2cccc(C(F)(F)F)c2)c2ccccc12	15	1	0	4	1.5	-15	64*	-1	6
O=C(Cc1cccs1)N/N=C/C=C\c1ccccc1[N+](=O)[O-]	1	-1	5	7	0.3	-2	-27	-3	4
CCOC(=O)c1cccc(NC(=O)CSc2nnc(C)n2Cc2ccccc2)c1	0	7	-1	-1	-0.4	-6	-19	12	8
O=C(N/N=C/c1ccc2nccnc2c1)c1cccc([N+](=O)[O-])c1	18	9	11	4	2.3	-14	-60	-4	9
CCCCCCCC(=O)N1c2ccccc2NC(=O)C1CC(=O)Nc1ccc(C(=O)O)cc1 (stereo unspecified)	23	x	-30	5	0.6	-7	-5	0	6
COc1cccc(-n2nnc3c(=O)n(CC(=O)N4CCCCC4)cnc32)c1	2	4	-8	3	1.1	-4	13	-10	5
CC(=O)Nc1ccc(NC(=O)COc2ccc(Br)cc2C)cc1	-9	0	3	-1	1.3	-13	-9	1	10
c1ccc2nc3c(nc2c1)c1ccccc1n3CCN1CCOCC1	-39	0	-13	-5	-2.8	-16	-26	8	10
COc1c(Cl)cc(-c2noc(C)c2C(=O)NCc2ccc3c(c2)OCO3)cc1Cl	-4	3	6	0	0.9	-24	22	2	3

New compounds follow:
mol	NPY-Y1 PAM-ag	NPY Y1 blocker	NPY2 pot ag	p97 inhibitor	S1P4 ag	S1P4 antag	EP2 mod	eIF4E-4G inh	EP2 antag
CCN(CC)c1ccc(C2C(C(=O)OC(C)C)C(=O)CC(C)(O)C2C(=O)OC(C)C)cc1 (stereo unspecified)	-7	20	10	-4	-1.1	10	0	-1	12
O=C(Nc1ccc2oc(-c3ccccc3)nc2c1)c1cccs1	-19	7	6	3	1.5	-8	-47&-31	-1	22&17
CCN(c1ccccc1)S(=O)(=O)c1ccc(Cl)c(NC(=O)COC(=O)c2cc(O)c3ccccc3c2O)c1	11	x	0	0	1.1	-6	-10	-74	0
Cc1ccsc1C(=O)NCCC(c1ccccc1)c1ccccc1	8	6	-2	-10	-0.4	8	11	0	5
COc1ccccc1NS(=O)(=O)c1cccc(C(=O)NN)c1	2	-3	9	0	-1.0	-5	-7	-4	7
COc1cccc(C(=O)NC2=NCCS2)c1	18	0	7	-2	2.4	2	5	-7	7
CC(/C=N/NC(=O)c1cc(C2CC2)[nH]n1)=C\c1ccccc1	-24	x	-17	-5	0.9	6	-41	3	4
CC(=O)Nc1ccc2nc(-c3ccco3)[nH]c2c1	-3	3	-12	-1	-0.4	-15	-9	0	6
O=C1/C(=C/c2cccs2)N=C(c2cccs2)N1Nc1ccccc1	-13	7	3	2	-1.4	8	43	1	21
CN1CCCN(C(=O)c2ccc(Cl)c(S(=O)(=O)N(C)c3ccccc3)c2)CC1	8	0	6	4	1.3	16	12	3	9
CCCN(CC(=O)Nc1cc(Cl)ccc1Cl)C(=O)/C=C/c1ccco1	-2	14	-9	-6	0.5	-14	47	-3	9
COc1ccc(OC(=O)c2cc3ccccc3o2)cc1	-5	-2	8	-2	-0.5	6	15	2	23
Cc1ccc(S(=O)(=O)NC(CN2CCOCC2)=NCCNS(=O)(=O)c2ccccc2)cc1	5	4	15	3	0.2	-16	-1	0[fluorescence artefact?]	4
CC(=O)N/C(=C\c1ccc(F)cc1)C(=O)NC(C(=O)O)C(C)C (stereo unspecified)	-6	0	-6	-2	0.7	-11	27	1	9
NS(=O)(=O)c1cc2c(cc1Cl)NC(CC1CCCC1)NS2(=O)=O (stereo unspecified)	-14	x	-23	1	0.4	8	-2	-9	4

Remaining list, next part.
mol	NPY-Y1 PAM-ag	NPY Y1 blocker	NPY2 pot ag	p97 inhibitor	S1P4 ag	S1P4 antag	EP2 mod	eIF4E-4G inh	EP2 antag
C=CCN1C(=O)C2C(C(=O)NC)C3(C)C=CC2(O3)C1C(=O)NCc1ccc(OC)cc1 (stereo unspecified)	14	-1	13	11	-0.3	-12	19	-8	10
CN(CCOc1ccccc1)Cc1nc2cc(Cl)ccc2c(=O)[nH]1	3	-4	-7	3	1.8	-8	-25	2	9
CN1CCN(C(=O)NCC23CC4CC(CC(C4)C2)C3)CC1	0	4	-5	-4	-1.2	-23	-31	-3	7
O=C(Nc1ccccc1)c1snc2c(=O)[nH]cnc12	-3	4	-6	-1	1.5	8	-22	0	4
Cc1ccccc1N=C1c2ccccc2C(=O)C1[N+](=O)[O-] (stereo unspecified)	7	-1	-1	3	2.4	-4	11	-2	2
CN(C(=O)c1ccccc1)c1ccc(OCC(=O)NC2CCS(=O)(=O)C2)cc1 (stereo unspecified)	4	1	16	5	2.5	-26	15	-2	4
CCCCOC(=O)c1ccc(NC(=O)C(=O)NCCN(C)C)cc1	-3	x	-22	0	0.4	1	-27	-2	5
Cc1cc(C)cc(-n2c(C)cc(/C=N/NC(=O)c3ccncc3)c2C)c1	-22	4	8	1	0.9	1	-13	-2	7
O=C1CSC(=Nc2ccccc2[N+](=O)[O-])N1	-13	7	-3	1	-0.2	1	15	-1	6
CCCOCC(O)CCc1n[nH]c(=S)n1-c1ccccc1 (stereo unspecified)	8	2	-9	4	0.3	-24	27	2	11
Cc1ccc(N2CC(c3nc4ccccc4[nH]3)CC2=O)c(C)c1 (stereo unspecified)	2	4	10	3	0.4	-11	12	-1[fluorescence artefact?]	11
CC(=O)N1CCN(c2ccc(N=Cc3c(O)n(Cc4ccccc4)c(=O)[nH]c3=O)cc2)CC1	16	-7	6	-3	-1.4	-23	2	4	13
CN(C)CCNC(=O)COc1cccc(Cl)c1	-20	-3	3	3	0.3	10	9	-2	5
CCCCn1c2ccccc2c2nnc(SCC(=O)NC3=NN=C(c4ccccc4)CS3)nc21	11	0	-12	6	1.1	4	22	-6	6
Cc1cc2cc(CN3C(=O)c4ccccc4C3=O)ccc2n1C	-13	10	-9	5	1.2	-1	23	-2	6

Next section.
mol	NPY-Y1 PAM-ag	NPY Y1 blocker	NPY2 pot ag	p97 inhibitor	S1P4 ag	S1P4 antag	EP2 mod	eIF4E-4G inh	EP2 antag
Cc1ccc2[nH]c(=O)c(CN(CCN3CCOCC3)C(=O)Nc3ccccc3F)cc2c1	-3	2	-1	4	1.5	-18	19	5	16
CN(C)CCCNC(=O)c1ccc(-c2ccccc2)cc1	-6	12	-8	-1	1.8	-1	-39	0	7
COC(=O)c1cc(NC(=O)C2(S(=O)(=O)c3ccc(Cl)cc3)CC2)cc(C(=O)OC)c1	0	6	-17	-1	0.7	-20	-28	2	9
N#C/C(=C/c1cccn1-c1cccc(C(=O)O)c1)c1ccc(F)cc1	1	8	-11	-2	1.6	-16	-11	3	4
COc1ccc(NC(=O)CSc2nnc(CNc3ccc(F)cc3)o2)c(OC)c1	-20	7	-5	-3	-3.0	12	15	15	12
CCOC(=O)c1[nH]c(CSc2nnnn2-c2ccccc2C)c(C(=O)OCC)c1C	0	-6	3	3	-0.5	-2	17	-4	5
Cc1cc(C(=O)O)c(C)n1-c1ccccc1	-1	-3	-9	1	-1.8	21	19	-10[fluorescence artefact?]	5
COc1ccc(-c2nnc3ccc(SCC(=O)Nc4nccs4)nn23)cc1OC	1	9	9	9	3.0	0	-8	-1[fluorescence artefact?]	5
O=c1c2sc(-c3ccccc3)cc2nc2n1CCC2	-6	-1	4	-1	1.1	-2	-28	-1	3
CCOC(=O)N1CCN(S(=O)(=O)c2cc(Br)cc3c2N(C(=O)C2CC2)CC3)CC1	13	4	-1	5	0.2	-8	-8	-6	x
COc1ccc(C)cc1S(=O)(=O)N1CCN(c2cccc(C(F)(F)F)c2)CC1	-3	4	-8	-3	-4.0	1	-5	3	10
